# M. tuberculosis HTS: M. tuberculosis growth inhibition, HTS (AID 449762) | one-dose inhibition, % at 25 µM; IC50 in µM for titrated hits | M. tuberculosis H37Rv growth inhibition, 7H9 media; higher % means a stronger effect | actives 0.59% (n = 330,000); in the data active = a potency from the dose series; inconclusive = inhibition above about 70% without an active follow-up result;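 note: bacterial growth assessed after seven days of incubation; strong numbers were not always called active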
# tuberculosis growth: growth inhibition of non-replicating M. tuberculosis (AID 488890) | Mycobacterium tuberculosis non-replicating, growth inhibition; higher % means a stronger effect | inhibition, % at 25 µM, or IC50 in µM where a hit was titrated | actives 0.39% (n = 320,000); in the data active = a potency from the dose series; inconclusive = inhibition mostly from about 82% at the one dose, without a potency; inactive = the rest, 99 in 100 with inhibition below about 76%;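 note: plate controls were DMSO cells for no effect and high antibiotic wells for full effect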
# VEEV TC-83 Vero: inhibitors of VEEV TC-83 cytopathic effect, confirmation, Vero cells (AID 588727); one-dose inhibition, % at 20 µM; IC50 in µM for titrated hits; Vero cells, VEEV TC-83 cytopathic effect inhibition; higher % means a stronger effect; actives 0.13% (n = 350,000); in the data active = a potency from the dose series; inconclusive = inhibition mostly from about 14% at the one dose, without a potency; inactive = the rest, 99 in 100 with inhibition below about 12%; note: strong numbers were not always called active
# influenza NS1A: NS1A inhibition, H1N1 influenza, cell based functional assay (AID 504329). NS1A functional cell-based assay, percent inhibition; higher % means a stronger effect. actives 0.3% (n = 340,000). inhibition, % at 12.5 µM, or IC50 in µM where a hit was titrated; in the data active = a potency from the dose series; inconclusive = inhibition above about 27% without an active follow-up result; note: strong numbers were not always called active
# PhoP GFP inhibition: PhoP regulon inhibitors, Salmonella typhi PhoP promoter GFP reporter, confirmatory (AID 1850). Salmonella Typhi PhoP-promoter GFP reporter, fluorescence, 4 h; higher % means a stronger effect. one-dose inhibition, % at 50 µM; IC50 in µM for titrated hits. actives 0.33% (n = 310,000); in the data active = a potency from the dose series; inconclusive = inhibition mostly from about 25% at the one dose, without a potency; inactive = the rest, 99 in 100 with inhibition below about 19%;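 note: 0% = induced wells with vehicle and 100% = uninduced wells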
# * marks the source's active call; other numbers are inactive results; i = inactive; ? = inconclusive; . = no result given.
1) O=C(CCCc1c[nH]c2ccccc12)N1CCOCC1
2) NC(=O)COc1ccc(-c2noc(COc3ccccc3[N+](=O)[O-])n2)cc1
3) COc1ccc(C(C)=O)cc1CN1C(=O)NC2(CCCCCCC2)C1=O
4) CCN(C(=O)CN1CCOCC1)C1(C)C(=O)c2ccccc2C1=O
5) CCc1nnc(NC(=O)CSc2ccc(-c3nc4ccc(C)cc4[nH]3)cn2)s1
6) Cn1nc2c3ccccc3n(Cc3ccc(F)cc3)c2nc1=S

assay / compound	1	2	3	4	5	6
M. tuberculosis HTS	0%	18%	4%	6%	-1%	2%
tuberculosis growth	-6%	?	33%	-9%	12%	-31%
VEEV TC-83 Vero	3.5%	1.3%	1.5%	1.1%	0.3%	0.5%
influenza NS1A	8%	-8%	-2%	10%	-2%	-6%
PhoP GFP inhibition	1%	2%	1%	0%	-7%	3%

7) N=C1C(c2nc(-c3ccc(Cl)cc3)cs2)=C(O)CN1CCCN1CCOCC1
8) CN(C)/C=C/C(=O)c1ccc(Oc2ncccn2)cc1
9) CCN(CC)CCOC(=O)C12CC3CC(CC(C3)C1)C2
10) CCN(CC(=O)NC1CCS(=O)(=O)C1)C(C)C(=O)Nc1ccc(F)cc1 (stereo unspecified)
11) Clc1ccc(OCCSc2ncccn2)c2ccccc12
12) CN(CC(=O)NCc1ccccc1Cl)CC(=O)Nc1cccc(F)c1

assay / compound	7	8	9	10	11	12
M. tuberculosis HTS	36%	-8%	-5%	-3%	0%	4%
tuberculosis growth	10%	0%	-5%	9%	26%	29%
VEEV TC-83 Vero	22µM*	0.2%	0.8%	0.7%	0.2%	i
influenza NS1A	-1%	1%	0%	-2%	-7%	4%
PhoP GFP inhibition	-5%	2%	5%	.	-10%	1%

13) Cc1[nH]c2ccccc2c1C(=O)NS(=O)(=O)Nc1ccccc1
14) CCOC(=O)c1sc(C)c2c1NC(C)(c1ccccc1)NC2=O (stereo unspecified)
15) CCc1noc(C)c1C(=O)NNC(=O)c1ccccc1F
16) CC(=O)c1c(C)[nH]c(C(=O)OCC(=O)Nc2ccc([N+](=O)[O-])cc2Cl)c1C
17) CCCCCCCCCOC(=O)C(CC(=O)O)N1CCOCC1 (stereo unspecified)
18) Cc1ccc(C(C(=O)NC2CCCC2)N(Cc2ccco2)C(=O)CCC(=O)Nc2cc(C)on2)cc1 (stereo unspecified)

assay / compound	13	14	15	16	17	18
M. tuberculosis HTS	-1%	11%	13%	-3%	1%	7%
tuberculosis growth	-6%	4%	-9%	10%	22%	25%
VEEV TC-83 Vero	1.2%	4.0%	1.2%	0.5%	2.8%	i
influenza NS1A	-7%	-2%	-5%	1%	-8%	20%
PhoP GFP inhibition	-3%	0%	1%	-4%	-13%	3%

19) O=c1cnc2ccccc2n1CC1CCCCC1
20) O=C(C1CCCN(S(=O)(=O)c2cccc3cccnc23)C1)N1CCc2ccccc21 (stereo unspecified)
21) O=C(CN1C(=O)COc2ccccc21)N1CCOCC1
22) Cc1ccc2c(n1)sc1c(N)ncnc12
23) COc1ccccc1N1CCN(C(=O)c2ccccc2SCC(=O)NCc2ccco2)CC1
24) COc1ccc(S(=O)(=O)N2CCC(C(=O)NCC(=O)Nc3c(C)cccc3C)CC2)cc1OC

assay / compound	19	20	21	22	23	24
M. tuberculosis HTS	-2%	-5%	-5%	9%	.	.
tuberculosis growth	18%	39%	1%	-5%	.	.
VEEV TC-83 Vero	i	6.3%	1.8%	1.4%	2.6%	1.6%
influenza NS1A	-6%	-11%	5%	-3%	0%	11%
PhoP GFP inhibition	-6%	3%	-14%	-5%	.	.

25) O=C(OCN1C(=O)C(=O)c2ccccc21)c1ccc(Cl)cc1
26) COc1c(C)cc(C(=O)C2CCCN(C(=O)c3ccoc3)C2)cc1C (stereo unspecified)
27) CCOC(=O)Cc1cc(=O)n2[nH]cc(-c3cccc(Br)c3)c2n1
28) CSc1nc(C)cc(Oc2ccc(OCC(N)=O)nn2)n1
29) O=C(Nc1nc2ccc([N+](=O)[O-])cc2s1)c1c(F)cccc1F
30) CSc1nc2sccc2c(=O)[nH]1

assay / compound	25	26	27	28	29	30
M. tuberculosis HTS	0%	1%	?	4%	3%	2%
tuberculosis growth	-6%	2%	?	11%	8%	-4%
VEEV TC-83 Vero	0.1%	1.2%	0.5%	0.6%	1.3%	0.5%
influenza NS1A	-6%	8%	-9%	3%	9%	2%
PhoP GFP inhibition	3%	-3%	-8%	-2%	10%	-1%

31) COc1cc(NC(=O)COC(=O)CCc2cc(OC)c(OC)c(OC)c2)cc(OC)c1
32) COc1ccc(NC(=O)CC23CC4CC(CC(C4)C2)C3)cn1
33) CCOc1cc2[nH]c(=O)n(Cc3ccc(C(=O)NCCOC)cc3)c(=O)c2cc1OCC
34) Cc1cc(Cl)ccc1OCC(=O)NNC(=O)CCOc1ccccc1
35) COc1ccc(/C=C(\NC(=O)c2cccs2)C(=O)NCc2ccco2)cc1OC
36) CCCS(=O)(=O)c1nc(S(=O)(=O)c2ccc(C)cc2)c(N2CCN(C)CC2)s1

assay / compound	31	32	33	34	35	36
M. tuberculosis HTS	-9%	2%	-6%	-3%	-5%	-4%
tuberculosis growth	-4%	64%	.	-8%	5%	13%
VEEV TC-83 Vero	1.4%	1.5%	8.0%	2.0%	i	1.6%
influenza NS1A	-3%	6%	27%	-9%	.	3%
PhoP GFP inhibition	-4%	1%	.	.	-3%	-1%

37) NS(=O)(=O)c1ccc(CCNCc2ccccc2OCc2ccc(Cl)cc2)cc1
38) CCN(C(=N)N=C(N)N)c1ccccc1
39) CCOc1cccc(-c2c(C(=O)N/N=C/c3ccncc3)nnn2-c2nonc2N)c1
40) O=S(=O)(Nc1ccccn1)c1cccc(S(=O)(=O)c2ccc(Cl)cc2)c1
41) CCn1c2ccccc2c2nnc(SCC(=O)NCCOC)nc21
42) CCC(=O)N(CCc1ccccc1)Cc1cc2cc(OC)ccc2[nH]c1=O

assay / compound	37	38	39	40	41	42
M. tuberculosis HTS	3%	1%	0%	-3%	-1%	3%
tuberculosis growth	62%	-16%	18%	4%	5%	5%
VEEV TC-83 Vero	i	0.1%	0.7%	3.1%	0.6%	1.7%
influenza NS1A	-3%	5%	-3%	-1%	0%	16%
PhoP GFP inhibition	18%	-5%	-30%	-7%	-9%	1%

# 5 of these compounds, reformatted.
# Order of values – M. tuberculosis HTS | tuberculosis growth | VEEV TC-83 Vero | influenza NS1A | PhoP GFP inhibition
[1] O=C(CCCc1c[nH]c2ccccc12)N1CCOCC1
→ 0% | -6% | 3.5% | 8% | 1%
[3] COc1ccc(C(C)=O)cc1CN1C(=O)NC2(CCCCCCC2)C1=O
→ 4% | 33% | 1.5% | -2% | 1%
[19] O=c1cnc2ccccc2n1CC1CCCCC1
→ -2% | 18% | i | -6% | -6%
[22] Cc1ccc2c(n1)sc1c(N)ncnc12
→ 9% | -5% | 1.4% | -3% | -5%
[42] CCC(=O)N(CCc1ccccc1)Cc1cc2cc(OC)ccc2[nH]c1=O
→ 3% | 5% | 1.7% | 16% | 1%

# Following part
43) CCN1CCN(c2nc3ccccc3nc2C(C#N)S(=O)(=O)c2ccc(C)cc2)CC1 (stereo unspecified)
44) O=C(CSc1nc2ccccc2[nH]1)NC1CCCC1
45) COC(=O)c1ccc(NC(=O)c2ccc(C)cc2)o1
46) COc1ccc(Cn2c(-c3ccc(Cl)cc3)c[n+]3ccccc23)cc1
47) O=C(CNC(=O)c1cccc(Cl)c1)N/N=C/c1cccnc1
48) Cc1ccccc1N(CC(=O)N/N=C/c1ccc(F)cc1)C(=O)c1ccccc1

assay / compound	43	44	45	46	47	48
M. tuberculosis HTS	-10%	-4%	-4%	5%	-3%	-1%
tuberculosis growth	0%	29%	2%	43%	7%	26%
VEEV TC-83 Vero	i	0.2%	1.8%	3.1%	2.4%	2.0%
influenza NS1A	-11%	5%	3%	1%	7%	7%
PhoP GFP inhibition	27%	-14%	0%	6%	-17%	-4%

49) CCN(CC(=O)NC1CCS(=O)(=O)C1)S(=O)(=O)c1ccc(C)cc1C (stereo unspecified)
50) CCC(CC)C(=O)Nc1cc(C(=O)NCCc2ccccc2)ccc1Cl
51) Cc1ccc2nc(-c3ccccc3)cn2c1
52) COc1cccc(C(=O)N2CCC3(CC2)OCCO3)c1
53) CCOc1ccc(CNC(=O)CCS(=O)(=O)Cc2ccccc2C)cc1OC
54) COc1cc(OC)c(OC)cc1/C=C1\Oc2cc(OCC(=O)N3Cc4ccccc4C[C@H]3C(=O)O)ccc2C1=O

assay / compound	49	50	51	52	53	54
M. tuberculosis HTS	2%	1%	0%	-2%	-5%	-8%
tuberculosis growth	-1%	6%	11%	-19%	8%	23%
VEEV TC-83 Vero	1.1%	0.5%	i	0.3%	1.1%	6.9%
influenza NS1A	-1%	9%	-17%	0%	20%	-11%
PhoP GFP inhibition	-3%	7%	2%	4%	-19%	8%

# An excerpt of these results, with bars between the fields.
entry | molecule | M. tuberculosis HTS | tuberculosis growth | VEEV TC-83 Vero | influenza NS1A | PhoP GFP inhibition
49 | CCN(CC(=O)NC1CCS(=O)(=O)C1)S(=O)(=O)c1ccc(C)cc1C (stereo unspecified) | 2% | -1% | 1.1% | -1% | -3%
50 | CCC(CC)C(=O)Nc1cc(C(=O)NCCc2ccccc2)ccc1Cl | 1% | 6% | 0.5% | 9% | 7%
51 | Cc1ccc2nc(-c3ccccc3)cn2c1 | 0% | 11% | i | -17% | 2%
52 | COc1cccc(C(=O)N2CCC3(CC2)OCCO3)c1 | -2% | -19% | 0.3% | 0% | 4%
53 | CCOc1ccc(CNC(=O)CCS(=O)(=O)Cc2ccccc2C)cc1OC | -5% | 8% | 1.1% | 20% | -19%

# As entered above:
# Under M. tuberculosis HTS, COc1cc(OC)c(OC)cc1/C=C1\Oc2cc(OCC(=O)N3Cc4ccccc4C[C@H]3C(=O)O)ccc2C1=O reads -8%
# Under influenza NS1A, CCN(CC)CCOC(=O)C12CC3CC(CC(C3)C1)C2 reads 0%
# Under influenza NS1A, NC(=O)COc1ccc(-c2noc(COc3ccccc3[N+](=O)[O-])n2)cc1 reads -8%

# The list goes on.
55) CN(c1ccc(Cl)cc1)S(=O)(=O)c1nnc(NC(=O)C(C)(C)C)s1
56) COc1ccc(-n2nc(C(=O)NCC(=O)N3CCN(c4ccc(F)cc4)CC3)c3ccccc3c2=O)c(OC)c1
57) COc1cc(OC)cc(N(C(=O)C2COc3ccccc3O2)C(C(=O)NC2CCCCC2)c2ccc(O)cc2)c1 (stereo unspecified)
58) Cc1c(Cc2ccc3c(c2)OCO3)sc(NC(=O)C(C)(C)C)c1C#N
59) CCCCN(CC)C(=O)c1n[nH]c(=O)c2ccccc12
60) O=C(Nc1cccnc1)Nc1ccccc1Cl

assay / compound	55	56	57	58	59	60
M. tuberculosis HTS	0%	6%	-6%	-4%	-2%	-5%
tuberculosis growth	-10%	.	52%	-12%	1%	-5%
VEEV TC-83 Vero	1.2%	7.7%	5.4%	2.3%	0.8%	0.1%
influenza NS1A	-5%	7%	5%	-21%	-18%	-23%
PhoP GFP inhibition	2%	2%	-1%	-4%	7%	-12%

61) CCC(=O)N/N=C(\C)CC(=O)Nc1ccccc1-c1ccccc1
62) CN(C(=O)c1cccc(NC(=O)Cc2cccc([N+](=O)[O-])c2)c1)C1CCCCC1
63) CCOc1ccccc1NC(=O)CSC1=NN2CCCC(=O)N=C2S1
64) O=[N+]([O-])c1cc([N+](=O)[O-])c2nonc2c1Nc1ccc(O)cc1
65) COc1ccc(S(=O)(=O)NCC(c2ccc(C)cc2)N2CCN(C)CC2)cc1 (stereo unspecified)
66) Cc1cc(NC(=O)c2cc(-c3ccc(C)s3)nc3ccccc23)no1
67) O=C(C1CCCCC1)N1CCN=C1SCc1cccc([N+](=O)[O-])c1
68) COc1cc(C2CC(=O)c3c([nH]c(C(=O)OCCOC(C)C)c3C)C2)cc(OC)c1OC (stereo unspecified)
69) O=C1Nc2ccccc2C1(O)Cc1ccncc1 (stereo unspecified)

assay / compound	61	62	63	64	65	66	67	68	69
M. tuberculosis HTS	?	7%	2%	6%	2%	-4%	5%	-5%	-5%
tuberculosis growth	23%	36%	8%	48%	13%	.	57%	8%	-22%
VEEV TC-83 Vero	i	0.4%	4.0%	1.4%	0.2%	i	4.2%	8.7%	1.0%
influenza NS1A	-4%	10%	5%	-17%	13%	-3%	14%	11%	-3%
PhoP GFP inhibition	-2%	.	1%	-13%	6%	8%	-4%	4%	10%

# Screening data: PubChem, Southern Research Specialized Biocontainment Screening Center
